# PP1 inh = PP1-alpha (human) inhibition in PP5 counter-screen. purified PP1alpha, OMFP fluorescence. P62136. inhibition, % at 6.7 µM. 0.9% of 320,000 active. AID 2235;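 active means inhibition above the mean inhibition of all tested compounds plus 3 SD, computed separately for each screening campaign, cut at about 15% in these data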
# Target sequence (P62136 whole entry, looked up): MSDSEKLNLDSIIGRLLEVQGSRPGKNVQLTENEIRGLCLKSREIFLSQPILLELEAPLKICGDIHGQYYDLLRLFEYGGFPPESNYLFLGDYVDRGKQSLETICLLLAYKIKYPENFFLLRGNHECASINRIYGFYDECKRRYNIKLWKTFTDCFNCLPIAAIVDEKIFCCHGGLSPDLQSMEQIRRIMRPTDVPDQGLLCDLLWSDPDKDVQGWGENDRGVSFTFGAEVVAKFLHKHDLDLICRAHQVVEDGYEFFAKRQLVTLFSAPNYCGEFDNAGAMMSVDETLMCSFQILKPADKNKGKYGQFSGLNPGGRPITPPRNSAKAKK
# PP5 primary = PP5 (human) phosphatase inhibition | P53041 | purified PP5c, OMFP substrate fluorescence | inhibition, % at 6.7 µM | 0.18% of 320,000 active;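 active means inhibition above the campaign's mean inhibition across all tested compounds plus 3 SD, cut at about 9.5% in these data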;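 further: 0% = DMSO only and 100% = 100 µM cantharidin control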
# HCV core dimer = blocks dimerization of HCV core protein; TR-FRET GST/Flag-core106 dimerization, 1536-well; 0.33% of 300,000 active; inhibition, % at 5 µM;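 active means inhibition above the mean of all tested compounds plus 3 SD, set per screening campaign, cut at about 45% in these data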
#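 Assay system: tagged HCV core106 pair (GST and Flag); medium: KF-containing HEPES buffer, pH 7.45, DTT, CHAPS, BSA; also added: Eu donor and XL665 acceptor anti-tag antibodies; dosing: 5 µM single dose; timing: compound-protein-antibody incubation 4 h at 22.5 °C; signal: TR-FRET 671 and 617 nm emission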
# procasp3 activ = procaspase-3 (human) activation; P42574; recombinant procaspase-3 D3A, Ac-DEVD-pNA absorbance 405 nm; activation, % at 8.5 µM; 0.11% of 330,000 active; AID 463141;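 active means activation above the mean of all tested compounds plus 3 SD, cut at about 21% in these data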;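 further: 0% = DMSO alone and 100% = DMSO wells spiked with extra 5 µM PC-3 D3A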
#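 Assay system: Autoprocessing-dead procaspase-3 D3A mutant enzyme; also added: Ac-DEVD-pNA; doses: one concentration, 8.5 µM nominal, 0.8% DMSO; times: 1 h compound preincubation, 2 h substrate hydrolysis at 25 °C; technique: 405 nm absorbance of p-nitroaniline, reads at 0 and 120 min; measure: % activation between DMSO and enzyme-spiked controls; repeats: single replicate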
# TPT1 inhibitor = inhibitors of Candida albicans tRNA 2'-phosphotransferase TPT1; AID 1962; 0.81% of 300,000 active; recombinant caTPT1, FP RNA substrate dephosphorylation; inhibition, % at 5 µM;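 active means inhibition above the mean of all tested compounds plus 3 SD, set per screening campaign, cut at about 24% in these data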;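 further: plate controls were DMSO alone for no effect and ferristatin control at 100 nM for full effect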
# procasp7 counter = activates human procaspase-7, counter-screen for procaspase-3 activators. 0.093% of 330,000 active. AID 463210. activation, % at 8.5 µM. recombinant procaspase-7, Ac-DEVD-pNA absorbance 405 nm; D23A/D198A/D206A triple mutant, cannot self-cleave; scale: DMSO 0, 5 µM enzyme 100;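 active means percent activation above the screen-wide mean plus 3 SD, cut at about 25% in these data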
# Target sequence (P55210 whole entry D23A/D198A/D206A): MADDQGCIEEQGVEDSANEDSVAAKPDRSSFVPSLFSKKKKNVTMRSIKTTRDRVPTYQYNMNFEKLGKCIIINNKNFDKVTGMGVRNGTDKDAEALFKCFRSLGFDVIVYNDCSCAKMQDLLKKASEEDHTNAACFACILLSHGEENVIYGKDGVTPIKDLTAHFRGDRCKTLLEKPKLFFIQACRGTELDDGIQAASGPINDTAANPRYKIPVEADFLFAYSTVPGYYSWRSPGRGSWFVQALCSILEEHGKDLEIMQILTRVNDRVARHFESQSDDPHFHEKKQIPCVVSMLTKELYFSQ
#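 Test system: Procaspase-7 triple mutant (PC-7 D3A). Also added: Ac-DEVD-pNA substrate, 400 µM as added. Schedule: 1 h enzyme–compound preincubation and 2 h substrate reaction, both 25 °C. Signal: p-Nitroaniline absorbance at 405 nm, read at 0 and 120 min. Control set: low DMSO alone, high DMSO plus 5 µM PC-7.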
# CTSL1 counter = counter-screen for PFM18AAP inhibitors: inhibitors of F. hepatica cathepsin L1. recombinant F. hepatica cathepsin L1, Z-Leu-Arg-MCA fluorescence. inhibition, % at 5.96 µM. 0.49% of 300,000 active. AID 1906;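 active means inhibition above the mean of all tested compounds plus 3 SD, set per screening campaign, cut at about 17% in these data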;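 further: 0% = plate median of test compound wells and 100% = 1 µM Z-Phe-Ala-diazomethylketone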
# JMJD2C inh = blocks human GASC-1 demethylase activity | GST-JMJD2C(1-420) H3K9me3 demethylation, DELFIA europium | inhibition, % at 2.35 µM | 0.069% of 330,000 active | AID 2099;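 active means more than half of a compound's replicate wells show inhibition beyond 50%, single wells judged on their own value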;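 further: signal counts dimethyl H3K9 product captured on neutravidin plate; 0% = median of DMSO wells and 100% = 0.3 times that DMSO median; strong numbers were not always called active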
# Target sequence (Q9H3R0 1-420 limits assumed): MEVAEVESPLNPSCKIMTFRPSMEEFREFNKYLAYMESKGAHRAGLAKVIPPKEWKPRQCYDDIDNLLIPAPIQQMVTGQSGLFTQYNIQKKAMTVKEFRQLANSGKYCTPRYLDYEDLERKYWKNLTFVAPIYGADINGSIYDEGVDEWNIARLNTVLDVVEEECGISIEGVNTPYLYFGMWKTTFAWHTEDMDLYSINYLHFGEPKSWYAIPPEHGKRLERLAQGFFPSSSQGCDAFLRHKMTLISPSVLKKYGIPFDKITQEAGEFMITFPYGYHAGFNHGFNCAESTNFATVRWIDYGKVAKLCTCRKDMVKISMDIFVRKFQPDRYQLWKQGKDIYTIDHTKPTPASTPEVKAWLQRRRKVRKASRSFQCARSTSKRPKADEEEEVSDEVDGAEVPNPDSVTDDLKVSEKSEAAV
# Efflux pump inh = blocks antifungal efflux pumps in multiplex yeast assay; S. cerevisiae Candida pump triplex, Nile Red efflux; inhibition, % at 10 µM; 0.44% of 330,000 active;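 active means plate passing quality check with inhibition over a set limit, or well fluorescence over plate mean plus 4 SD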;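 further: Nile Red retained in pooled yeast measured as flow cytometry median fluorescence; 0% = buffer negative control and 100% = Enniatin B positive control; higher means more Nile Red kept so more efflux inhibition; some compounds called inactive have numbers as strong as hits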
# The depositor's hits bear a star; . = not tested or not shown.
SMILES,PP1 inh,PP5 primary,HCV core dimer,procasp3 activ,TPT1 inhibitor,procasp7 counter,CTSL1 counter,JMJD2C inh,Efflux pump inh
CCOC(=O)COc1ccc(Br)cc1C1NC(=O)NC(C)=C1C(=O)NCc1ccccc1 (stereo not given),-3,1.2,1,5,-1,1,-3,3,-0.3
CCCc1cc(=O)[nH]c(SCC(=O)N2CCN(S(=O)(=O)c3ccc4ccccc4c3)CC2)n1,-2,-1.9,7,8,-1,-14,2,10,0.3
CCN(CC)C(=O)c1c(Cl)nc(C)c([N+](=O)[O-])c1C,1,2.6,-13,5,-1,4,-5,-7,1.2
COc1ccc2c(C)cc(SCC(=O)N(C)C3CCS(=O)(=O)C3)nc2c1 (stereo not given),-4,-1.4,4,3,8,0,3,-21,0.4
CC1=NN(c2ccc(Br)cc2)C(=O)/C1=C/c1ccc(-c2ccccc2C(=O)O)o1,-3,-0.9,-11,-4,-2,-9,0,3,0.0
Cc1ccccc1OCCn1c(=O)oc2ccccc21,1,1.6,2,-2,5,2,-3,11,0.1
COC(=O)c1nc(C(=O)OC)c(C(=O)OC)nc1C(=O)OC,-3,-0.7,7,-8,1,-1,6,-1,0.0
Cc1ccc(C)c(NC(=S)NCCc2c[nH]c3ccccc23)c1,-1,4.3,-3,-2,-1,5,5,5,0.2
CCOC(=O)COc1nc2ccc(Br)cc2c(-c2ccccc2)c1C(C)=O,1,1.4,6,5,-7,-1,5,-3,-0.1
CN1C(=O)Cc2cc(S(=O)(=O)N3CCOCC3)ccc21,-2,0.9,5,0,3,-22,-12,-4,0.3
COc1ccc(C2Nc3ccccc3C(=O)N2NS(=O)(=O)c2ccc(C)cc2)cc1 (stereo not given),0,-0.1,2,-3,-1,-10,-2,-35,-0.1
COC(=O)NNC(=O)COc1ccc(Cl)cc1,-2,-0.6,-6,-1,-4,8,0,-27,0.0
COc1ccc(N2C(=O)C3C4C=CC(C4)C3C2=O)nn1 (stereo not given),-2,0.4,-11,-3,4,5,0,5,0.1
CCCCCn1c(CNC(=O)CC)nc2ccccc21,1,-1.0,-8,2,-4,14,3,1,0.0
COc1cc2c(cc1OC)CN(S(C)(=O)=O)CC2,-1,1.5,0,0,2,6,-2,6,0.1
CC(=O)Nc1cc(C(=O)N2CCc3ccccc3C2)ccc1Sc1ccc(Cl)cc1,5,3.5,7,-7,2,3,3,-8,0.1
COc1ccc(C(=O)N2CCN(Cc3ccc4c(c3)OCO4)CC2)cc1OC,-2,1.7,-3,8,3,7,2,-40,-0.1
COc1ccc(NC(=O)CCS(=O)(=O)c2cccc3nonc23)cc1,-4,-0.8,4,5,1,3,1,4,0.1
O=C(c1ccc(Cl)c(Cl)c1)N1CCC(=O)N(C(COCc2cccc(C(F)(F)F)c2)Cc2ccccc2)CC1 (stereo not given),13,8.0,11,8,-1,1,0,1,.
CCCCn1c(N)c(N(CC(C)C)C(=O)COC(=O)c2ccccc2NCCO)c(=O)[nH]c1=O,-11,0.4,2,7,-2,-2,-1,3,-0.1
COc1ccc(C2=NO[C@@H]3[C@@H]4C[C@@H]([C@H]5C(=O)N(c6ccc7c(c6)OCO7)C(=O)[C@@H]45)[C@H]23)cc1OC,0,1.8,5,3,-3,3,2,-4,-0.1
CC(=O)c1ccc(NC(=O)N2CCc3ccccc3C2)cc1,5,-2.1,2,-1,2,-8,-1,1,0.2
O=C(NNC(=O)C1C2CCC(C2)C1C(=O)O)c1ccc(Br)o1 (stereo not given),2,0.3,-16,-3,-6,3,5,-6,0.0
Cc1ccc(NC(=O)Nc2cccs2)nc1,-2,-0.2,0,7,-2,6,-4,-2,0.1

# Profiles from above:
# `COc1ccc(C2=NO[C@@H]3[C@@H]4C[C@@H]([C@H]5C(=O)N(c6ccc7c(c6)OCO7)C(=O)[C@@H]45)[C@H]23)cc1OC` as listed: PP1 inh: 0; PP5 primary: 1.8; HCV core dimer: 5; procasp3 activ: 3; TPT1 inhibitor: -3; procasp7 counter: 3; CTSL1 counter: 2; JMJD2C inh: -4; Efflux pump inh: -0.1
# `CCCCn1c(N)c(N(CC(C)C)C(=O)COC(=O)c2ccccc2NCCO)c(=O)[nH]c1=O` as listed: PP1 inh: -11; PP5 primary: 0.4; HCV core dimer: 2; procasp3 activ: 7; TPT1 inhibitor: -2; procasp7 counter: -2; CTSL1 counter: -1; JMJD2C inh: 3; Efflux pump inh: -0.1
# `O=C(NNC(=O)C1C2CCC(C2)C1C(=O)O)c1ccc(Br)o1` (stereo not given) as listed: PP1 inh: 2; PP5 primary: 0.3; HCV core dimer: -16; procasp3 activ: -3; TPT1 inhibitor: -6; procasp7 counter: 3; CTSL1 counter: 5; JMJD2C inh: -6; Efflux pump inh: 0.0

# (next part)
SMILES,PP1 inh,PP5 primary,HCV core dimer,procasp3 activ,TPT1 inhibitor,procasp7 counter,CTSL1 counter,JMJD2C inh,Efflux pump inh
O=C(O)CNC(=S)N(Cc1ccc(F)cc1)C1CCCCC1,-7,0.1,1,-1,0,-1,0,9,0.0
COc1cccc(-c2nc(CS(=O)CC(=O)NC(C)CCc3ccccc3)c(C)o2)c1 (stereo not given),2,0.0,-7,5,-2,-4,-3,-4,0.1
Cc1cc(O)c(/C=N/Nc2ccc(F)cc2)c(=O)o1,-1,0.3,-20,-4,3,-1,-6,10,-0.3
CCOC(=O)c1ccc(NC(=O)C2C3CCC(C3)C2C(=O)O)cc1 (stereo not given),-1,-5.4,4,-3,6,-16,1,-3,0.1
CCCCNC(=O)C1=C(N)C(C(=O)Nc2ccc(C)c(S(=O)(=O)N3CCCCC3)c2)SC1=Nc1ccc(C)cc1C (stereo not given),3,2.8,10,4,-4,3,3,4,0.0
Cc1onc(-c2c(F)cccc2Cl)c1C(=O)NCCO,0,1.3,-3,11,-3,9,-6,21,0.0
Cc1cc([N+](=O)[O-])nn1CC(=O)Nc1nc2ccccc2s1,4,-1.3,0,4,2,11,0,-24,-0.1
CCn1cc(CNC(=O)CSc2nc(-c3ccc(OC)c(OC)c3)cc(C(F)(F)F)n2)c(C)n1,2,3.9,-5,8,-2,-10,-2,8,0.0
C=CCn1c(=O)c(C(=O)Nc2ccccc2S(N)(=O)=O)c(O)c2ccccc21,4,0.3,8,-10,0,-5,0,-3,0.5
COc1ccccc1C(=O)Nc1cccc(C(=O)N2CCOCC2)c1,3,3.5,-15,6,3,1,3,5,0.0
COc1cc2c(CCNC(C)=O)c[nH]c2cc1O,0,0.3,-22,4,1,0,0,1,0.1
CCSc1cc(N2CCCC2)nc(-c2ccc(C)cc2)n1,-4,2.2,1,0,-1,-1,-2,-4,-0.4
S=C1NCCc2ccccc2C1c1ccccc1 (stereo not given),1,2.3,-3,1,-2,7,2,1,0.0
CCOC(=O)c1c(C)n(C)c2ccc(OCC(O)CN(CC)CC)cc12 (stereo not given),-1,-0.6,1,5,-2,13,2,91,0.1
Cc1cc(OCC(=O)Nc2ccccc2N2CCCCC2)ccc1C(C)C,-1,1.9,1,-11,5,8,3,0,0.2
CCOc1ncccc1C(=O)NCc1ccc(OC)cc1,0,0.8,0,-3,0,-3,-2,-2,0.0
COC(=O)c1c(C)noc1-c1ccc(Cl)cc1,-2,3.4,5,-4,0,-10,-1,0,0.5
COc1cccc(-n2ccnc2SCC(=O)Nc2cc(OC)ccc2OC)c1,0,4.4,0,2,-4,-6,7,12,0.2
CCn1c(SCC(=O)N/N=C/c2cccs2)nc2ccccc21,-1,-1.4,4,-3,-2,2,-2,-5,0.1
Cc1ccc(/C=C/S(=O)(=O)NCC(=O)OCC(=O)N2CC(=O)Nc3ccccc32)cc1,-2,1.5,-3,10,-2,4,-20,-1,0.0
CCOC(=O)C1(CCOc2ccccc2)CCN(Cc2cnc(C)[nH]2)CC1,-1,-1.7,-5,10,-3,2,3,6,-0.1
CCC(=O)c1c[nH]c(C(=O)NCCc2ccccn2)c1,3,2.8,-7,-5,-2,-4,0,3,0.0
O=C(N1CCCC1)n1c(Cc2ccccc2)nc2ccccc21,-9,0.3,0,-3,-6,-8,-6,0,0.1
CCN(CC(=O)NCc1ccc(Cl)cc1)C(=O)Cc1ccc(OC)cc1,3,1.8,4,8,-2,3,-1,-8,0.1
COc1ccc(NC(=O)CN(C)C(=O)c2c(C)nn(-c3ccccc3)c2Cl)cc1,20*,-2.2,1,3,-3,5,-2,9,0.1
COc1cccc(-c2nc(CS(=O)(=O)CC(=O)NCCCN3CC(C)CC(C)C3)c(C)o2)c1 (stereo not given),-1,2.4,-21,3,-3,-6,19*,-23,0.1
CC(C)Cc1nnc(NC(=O)CCC(=O)Nc2ccccc2F)s1,-2,1.1,-2,2,-2,7,-1,112,-0.1
CS(=O)(=O)N1CCN(c2ccccc2NC(=O)c2ccc3c(c2)OCCO3)CC1,5,1.0,5,2,-2,5,-4,-17,-0.1
O=C(c1cnn2c(C(F)(F)F)cc(-c3cccs3)nc12)N1CCN(C(c2ccccc2)c2ccccc2)CC1,-2,-0.6,42,1,-3,10,-1,-5,0.2
Cc1ccc(C)c(N(CC(=O)N(C)C)S(C)(=O)=O)c1,-10,-0.9,1,9,1,8,-2,-12,0.0
Cc1ccc(SCC(=O)NC(C)c2ccccc2)cc1 (stereo not given),-2,-0.3,-9,3,3,5,-6,2,0.3
O=C(CCSCc1cccc(Cl)c1)NCCC1=CCCCC1,4,1.7,0,3,-1,9,3,0,0.1
CCCOc1ccc(CNCCCOCC)cc1OC,5,-0.9,-2,6,-2,2,-3,-26,0.1
COc1ccc(C2=NS(=O)(=O)N(C)C(C(=O)N3CCC(C)CC3)=C2)cc1,-1,1.5,1,15,-2,2,7,1,0.0
N[C@@H](Cc1ccccc1)c1nnc(SCc2ccccc2Cl)o1,0,5.4,-12,6,-4,2,13,8,0.0
Cc1ccnc2nc(C(=O)OCC(=O)c3ccc(NC(=O)CC(C)C)cc3)nn12,.,.,.,-1,.,7,.,-3,0.0
CCCCCCN1N=C(C)C(C(=O)c2ccc(Cl)cc2)C1=O (stereo not given),2,-8.3,4,1,-3,-20,-3,-27,0.2
O=C(O)C1=C(Nc2ccccc2)OCC1=O,0,-0.5,8,3,0,-5,3,6,0.2
c1ccc(-n2ncc3c(NCc4cccnc4)ncnc32)cc1,1,0.4,0,6,0,-1,1,7,0.0
Cc1n[nH]c(=O)c2c(NC(=O)CSc3nnnn3-c3ccccc3)oc(C)c12,-7,0.3,4,-20,0,-9,6,1,0.0
O=C(COC(=O)c1ccccc1Br)NCc1cccs1,.,.,.,8,.,1,.,-13,0.4
CCOC(=O)c1ccc(NC(=S)N(CCCN2CCCC2)Cc2cccs2)cc1,-1,-1.2,0,-5,0,-2,-2,1,0.2
CSCCC(NC(N)=O)C(=O)Nc1cccc(S(=O)(=O)N2CCOCC2)c1 (stereo not given),-2,3.3,-1,-2,4,10,-1,-3,0.1

# Screening data (PubChem)
